GDH-TPI inh = inhibits GDH-TPI coupling enzymes, artifact for Mtb FBA screen; inhibition, % at 4.8 µM; GDH-TPI coupled enzyme counterscreen, NADH absorbance; 360,000 tested, 1.2% active; AID 588335; in the data active = inhibition above about 30%;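 note: 0% = DMSO wells and 100% = wells lacking the enzyme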
PriA SSB inh = blocks PriA binding to SSB C-terminal tail; AlphaScreen SSBct-PriA binding, biotinylated peptide; inhibition, % at 33 µM; 430,000 tested, 0.6% active; AID 1272365; in the data active = inhibition mostly above about 37%, no sharp cut-off; inactive = mostly below about 20%;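 note: plate controls were negative control peptide for no effect and reference peptide for full effect; strong numbers were not always called active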
FBA Mtb inh = inhibits M. tuberculosis FBA enzyme | purified M. tuberculosis FBA, fluorescence read-out | inhibition, % at 1 µM | 360,000 tested, 2.3% active | P9WQA3; in the data active = inhibition above about 27%;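 note: 0% = vehicle and 100% = reference inhibitor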
Rv3671c inh = Rv3671c (M. tuberculosis) protease inhibition | P9WHR9 | AID 2606 | 320,000 tested, 0.048% active | inhibition, % at 5.96 µM; in the data active = inhibition above about 38%;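 note: extracellular domain of Rv3671c used as enzyme; 0% = enzyme with DMSO and 100% = no enzyme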
Target sequence (P9WHR9 whole entry, looked up, the tested form may be a part): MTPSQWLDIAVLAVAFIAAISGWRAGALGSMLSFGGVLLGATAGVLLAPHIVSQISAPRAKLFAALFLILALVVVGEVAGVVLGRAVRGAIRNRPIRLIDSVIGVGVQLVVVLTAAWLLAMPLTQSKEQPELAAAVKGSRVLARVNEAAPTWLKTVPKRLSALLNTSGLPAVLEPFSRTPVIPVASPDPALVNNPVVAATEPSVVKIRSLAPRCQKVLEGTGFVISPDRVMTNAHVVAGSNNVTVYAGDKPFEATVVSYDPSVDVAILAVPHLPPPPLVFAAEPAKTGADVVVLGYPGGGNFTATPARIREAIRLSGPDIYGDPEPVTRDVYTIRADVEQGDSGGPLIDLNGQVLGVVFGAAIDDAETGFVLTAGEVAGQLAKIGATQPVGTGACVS
3CLpro inhibitor = SARS-CoV 3CLpro protease inhibition. inhibition, % at 6 µM. AID 1706. 290,000 tested, 0.14% active. recombinant SARS-CoV 3CLpro, quenched FRET peptide cleavage; in the data active = inhibition above about 12%
BioA inh = blocks M. tuberculosis BioA enzyme activity. purified M. tuberculosis BioA enzyme, plate reader. inhibition, % at 9.99 µM. 360,000 tested, 0.096% active. AID 602481; in the data active = inhibition above about 40%
Vc quorum ag = quorum light induction in luxS cqsA deficient V. cholerae | V. cholerae BH1578 lux reporter, luminescence, 6 h | activation, % at 18.7 µM | 350,000 tested, 0.16% active | AID 588436; in the data active = activation mostly above about 9.7%, no sharp cut-off; note: not every result past the cut was called active; inactives centre near 0; reference of the scale not given here
Mtb UGM inh = inhibitors of M. tuberculosis UDP-galactopyranose mutase; purified UGM, fluorescence polarization probe displacement; inhibition, % at 10 µM; 320,000 tested, 0.06% active; AID 504406; in the data active = inhibition above about 10%, passing the limit was not always enough
MazF activator = MazEF (E. coli) toxin RNase activation | P0AE70 | FAM/BHQ RNA-DNA oligo cleavage fluorescence, 5 h | activation, % at 20 µM | 350,000 tested, 0.32% active; in the data active = activation above about 50%
Target sequence (P0AE70 whole entry, looked up): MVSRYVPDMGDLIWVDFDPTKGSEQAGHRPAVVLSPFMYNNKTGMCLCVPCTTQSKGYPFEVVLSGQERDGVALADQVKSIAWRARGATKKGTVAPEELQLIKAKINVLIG
DUSP3 inh = blocks human VHR1 dual specificity phosphatase; P51452; recombinant VHR phosphatase, pNPP absorbance; inhibition, % at 13.3 µM; 290,000 tested, 0.52% active; in the data active = inhibition above about 50%; note: some compounds called inactive have numbers as strong as hits
Target sequence (P51452 whole entry, looked up): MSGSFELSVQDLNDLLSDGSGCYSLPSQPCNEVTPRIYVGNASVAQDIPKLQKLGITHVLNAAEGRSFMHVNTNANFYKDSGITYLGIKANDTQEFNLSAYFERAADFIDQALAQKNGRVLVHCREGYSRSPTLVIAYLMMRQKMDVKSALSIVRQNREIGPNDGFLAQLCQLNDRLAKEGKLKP
Starred values were filed as active, the others as inactive; i = inactive; nt = not tested or not shown; & = joins results of further samples. The list is partial; rates above refer to the full screens.

Value order: GDH-TPI inh	PriA SSB inh	FBA Mtb inh	Rv3671c inh	3CLpro inhibitor	BioA inh	Vc quorum ag	Mtb UGM inh	MazF activator	DUSP3 inh
COCCCN1CN(S(=O)(=O)c2ccc(C)cc2C)c2nc3ccccc3nc21
→ 32*	1	28*	0	9	3.1	i	-0.1	-9	17
NC(=S)Nc1cccc2cn[nH]c12
→ 9	-14	1	-1	3	nt	0.6	-1.7	10	-10
COc1cccc(C(=O)Nc2ccc3[nH]ncc3c2)c1
→ 0	-14	-2	-3	0	-1.7	-0.3	0.0	11	-14
O=C(CN1CCN(S(=O)(=O)N2CCOCC2)CC1)Nc1cc(Cl)ccc1Cl
→ 1	-5	0	1	3	-1.2	0.6	-0.3	5	24
Cc1cc(N2CCN(C)CC2)ccc1NC(=O)c1ccc(-c2ccc(Cl)cc2)o1
→ 13	nt	5	-1	nt	-0.1	-1.8	0.0	19	nt
CCOC(=O)c1cn(CC(=O)Nc2ccc3c(c2)OCCO3)nn1
→ 11	-9	-1	3	-5	-1.0	-0.4	-3.5	10	-2
CCCNC(=O)N1[C@H]2CC[C@@H]1C(C(=O)OC)=C(c1ccc(F)cc1F)C2
→ -1	-23	-1	-9	nt	-5.4	i	-3.4	10	nt
Nc1c(N=Nc2cccc(Cl)c2)c(=O)[nH]n1-c1ccccc1
→ 9	16	-1	9	0	-0.4	i	-1.0	8	32
O=C(Cc1ccccc1F)Nc1nc(-c2cccnc2)cs1
→ 3	-2	4	-10	4	nt	-0.3	-1.7	6	5
O=C(NC(=S)N1CCOCC1)c1ccccc1Cl
→ 0	-5	0	1	4	-0.4	i	2.1	1	2
N=c1c(C(=O)NCC2CCCO2)cc2c(=O)n3ccccc3nc2n1Cc1ccccc1Cl (centres undefined)
→ 6	-4	166*	-2	4	-1.6	6.7	-2.9	11	19
CS(=O)(=O)c1ccc2nc(NC(=O)CN3C(=O)NC4(CCCC4)C3=O)sc2c1
→ 2	-20	-1	-1	-1	-1.9	i	1.2	6	0
N/C(=N\OC(=O)CC1CCCCC1)c1ccccc1
→ -2	nt	-3	-2	2	nt	-0.4	2.3	-7	-11
CN1CCC(=NNc2ccc(S(=O)(=O)N3CCOCC3)cc2[N+](=O)[O-])CC1
→ 7	6	-8	1	4	nt	-0.4	-0.6	4	-3
CCOc1ncccc1C(=O)NCCc1ccc(Cl)cc1
→ 2	-17	0	-1	-2	1.5	-0.9	0.3	-1	-3
CCC(=O)N(Cc1cc2cccc(C)c2[nH]c1=O)c1ccccc1OC
→ 13	-9	2	1	1	nt	0.9	-0.9	3	15
CC#CCc1cc2ccccc2c(=O)o1
→ 11	-1	2	3	nt	0.3	-0.6	-0.7	1	6
Cn1c(SCC(=O)NCc2ccco2)nnc1-c1c[nH]c2ccccc12
→ -9	0	-2	6	-5	-0.8	-1.5	2.3	-14	36
N#Cc1cc2c(nc1SCC(=O)Nc1sc3c(c1C#N)CCC3)CCCCCC2
→ 2	-16	5	5	2	-1.2	-3.0	0.1	-3	-10
COCCC(=O)N1CCC(Oc2ccc(C(=O)NCCc3cnn(C)c3)cc2)CC1
→ 14	-12	1	3	0	-2.2	i	0.0	3	15
C[C@@H](C(=O)NCc1ccccc1)[C@H]1C[C@]1(C)[C@H](NC(=O)OCc1ccccc1)c1ccccc1
→ 6	-12	0	-2	3	-0.8	1.2	1.9	2	5
COc1ccc(C2(c3ccc(OC)cc3)NC(=O)N(CC(=O)Nc3ccc(N4CCOCC4)cc3)C2=O)cc1
→ 4	22	16	4	nt	nt	0.7	-0.7	8	nt
COC(=O)c1[nH]c2ccc(Cl)cc2c1NC(=O)c1ccccc1[N+](=O)[O-]
→ 11	-7	0	-6	6	nt	i	-0.8	4	22
CCCCCCCCOC1OC(CO)C(O)C(O)C1NC(C)=O (centres undefined)
→ -5	-12	-2	5	0	-0.3	-2.9	-0.7	-1	22
COc1ccc(C2CC(=O)n3c(nc4ccccc43)S2)cc1OC (centres undefined)
→ -3	-5&4&-10	1	2	2	-1.5	i	-1.9	2	7
COc1ccc(CN2CCOCC2)cc1Br
→ 3	-1	0	-3	-4	nt	-0.9	2.6	9	-10
COc1ccc(-c2csc(Nc3cccnc3)n2)cc1OC
→ 4	3	-1	-2	-2	0.3	-2.9	-0.8	0	26
CCOc1ccccc1NC(=O)c1ccc(Cl)c(NC(=O)CC(c2ccccc2)c2ccccc2)c1
→ 10	-9	0	-50	-6	0.4	i	-0.5	-18	24
O=C(CSc1nnc(-c2c[nH]c3ccccc23)n1-c1ccc(F)cc1)NCc1ccco1
→ -2	-4	-2	1	4	5.9	2.8	-7.3	8	1
CN(C)/C=C/C(=O)c1cccc(Oc2ncccn2)c1
→ 12	1	2	3	7	6.3	i	-1.0	3	-15
O=C1/C(=C/c2ccc([N+](=O)[O-])cc2)C=C(c2ccccc2)N1c1ccc(O)cc1
→ 7	14	1	5	-2	nt	i	-2.8	15	13
O=c1c2ccccc2nc(-c2ccccc2)n1-c1nccs1
→ 4	-10	3	-6	3	-0.3	i	-0.1	-1	-7
COCCNC(=O)C(c1cccs1)N(CCc1ccccc1)C(=O)Cn1nnc2ccccc21 (centres undefined)
→ 6	-15	5	2	-4	0.1	i	-0.5	-13	24
Cc1ccc(C)c(OCCCN2CCc3ccccc3C2)c1
→ -5	-38	-1	6	5	-0.6	i	-0.3	-2	-25
CCOC(=O)c1c(NC(=O)c2nn(CC)cc2Br)sc(C)c1C
→ 7	-21	5	0	-9	-0.4	-0.7	1.3	1	6
CCOC(=O)c1cc(CC)sc1NC(=O)COC(=O)C1CCC1
→ 0	-51	-2	-1	1	-0.8	0.7	-7.6	-5	2
COc1ccc(-n2c(SCc3ccc(C#N)cc3)nnc2-c2ccccn2)cc1
→ -5	8	-7	9	3	nt	i	-3.3	0	6
O=C(CN1C(=O)CCC1=O)c1ccc(-c2ccccc2)cc1
→ 6	-6	13	5	2	nt	-0.2	1.7	5	3
O=C(NNC(=O)C1CCCO1)c1ccc(Cl)cc1 (centres undefined)
→ -7	-18	-2	0	2	-0.6	i	-0.8	5	-15
COc1ccc(NC(=O)COc2ccccc2F)cc1S(=O)(=O)N1CCCCC1
→ 12	1	4	-11	2	2.9	-1.3	-0.5	-1	7
O=C(Cn1cc2c(n1)CCCCC2)Nc1c(F)cc(F)cc1Br
→ 4	-12	3	14	0	0.0	-0.7	-4.6	8	25
Cc1ccc(S(=O)(=O)N2[C@@H](c3ccc(C#N)cc3)C(C(=O)O)=C[C@H]2CC2CCCC2)cc1
→ -4	9	2	-4	nt	2.0	-1.3	nt	0	nt
CCn1c(SCC(=O)N/N=C/C=C/c2ccco2)nnc1-c1ccccc1
→ 27	nt	-1	-8	-5	nt	-0.3	2.6	7	-1
CNS(=O)(=O)c1cccc(C(=O)OCC(=O)NC2CCCC2)c1
→ -15	11	0	4	1	0.0	0.6	-2.2	4	21
COc1cc(/C=C/C(=O)Nc2nc3ccc(S(=O)(=O)N(C)C)cc3s2)cc(OC)c1OC
→ 48*	-14	25	-19	3	-1.6	-0.2	0.0	0	8
Clc1cccc(Cl)c1CON/C=N/c1ncnc2sccc12
→ -3	nt	2	7	2	0.3	0.6	-0.7	-1	2
N#Cc1c(N2C(=O)C3C4C=CC(C4)C3C2=O)sc2c1CCC2 (centres undefined)
→ 7	-7	-6	0	4	0.6	-4.5	-3.3	-1	-8
CC(OC(=O)c1ccc(S(=O)(=O)N(C)c2ccccc2)cc1)C(=O)NCCC1=CCCCC1 (centres undefined)
→ 5	-7	-3	2	-1	-0.2	-3.8	1.6	3	-6
C[C@]12CCC(O)CC1CCC1C2CC[C@]2(C)C(c3cc(C(F)(F)F)n[nH]3)CCC12 (some centres undefined)
→ 3	-2	4	-12	2	-1.3	-0.6	-0.3	-11	20
CN(Cc1ccccc1)C(=O)[C@@H]1CCCN1S(=O)(=O)c1ccc(Cl)cc1
→ 19	-6	1	0	-4	0.8	i	1.6	6	15
O=[N+]([O-])c1ccc(-c2ccc(/C=N/n3cnnc3)o2)c(Br)c1
→ 26	nt	-4	-4	-1	2.3	2.1	0.6	-5	28
CCOC(=O)c1ccc(NC(=O)N2CCCCC2)cc1
→ 2	-12	-1	-6	4	-1.6	nt	0.9	-2	24
CSCC[C@H](NC(=O)C1CCN(C(=O)[C@@H](N)Cc2ccccc2)CC1)C(=O)O
→ 8	5	-1	-8	0	-0.4	-0.6	1.1	6	6
CC(Oc1ccc(Cl)cc1Cl)c1nc(-c2ccc(NC(=O)c3ccncc3)cc2)no1 (centres undefined)
→ -4	-2	-2	-130	-1	nt	-0.2	-1.1	-8	-8
C/C(=N/OC(=O)c1c(-c2c(Cl)cccc2Cl)noc1C)c1cnccn1
→ 18	nt	0	-2	-1	-2.5	-3.3	1.4	0	13
CCC(CC)C(=O)NCCNC(=O)C(CC)CC
→ -13	-17	-3	5	-3	-3.4	-0.4	0.5	1	17

In another format: results already given.
SMILES | GDH-TPI inh | PriA SSB inh | FBA Mtb inh | Rv3671c inh | 3CLpro inhibitor | BioA inh | Vc quorum ag | Mtb UGM inh | MazF activator | DUSP3 inh
COCCCN1CN(S(=O)(=O)c2ccc(C)cc2C)c2nc3ccccc3nc21 | 32* | 1 | 28* | 0 | 9 | 3.1 | i | -0.1 | -9 | 17
NC(=S)Nc1cccc2cn[nH]c12 | 9 | -14 | 1 | -1 | 3 | nt | 0.6 | -1.7 | 10 | -10
COc1cccc(C(=O)Nc2ccc3[nH]ncc3c2)c1 | 0 | -14 | -2 | -3 | 0 | -1.7 | -0.3 | 0.0 | 11 | -14
O=C(CN1CCN(S(=O)(=O)N2CCOCC2)CC1)Nc1cc(Cl)ccc1Cl | 1 | -5 | 0 | 1 | 3 | -1.2 | 0.6 | -0.3 | 5 | 24
Cc1cc(N2CCN(C)CC2)ccc1NC(=O)c1ccc(-c2ccc(Cl)cc2)o1 | 13 | nt | 5 | -1 | nt | -0.1 | -1.8 | 0.0 | 19 | nt
CCOC(=O)c1cn(CC(=O)Nc2ccc3c(c2)OCCO3)nn1 | 11 | -9 | -1 | 3 | -5 | -1.0 | -0.4 | -3.5 | 10 | -2
CCCNC(=O)N1[C@H]2CC[C@@H]1C(C(=O)OC)=C(c1ccc(F)cc1F)C2 | -1 | -23 | -1 | -9 | nt | -5.4 | i | -3.4 | 10 | nt
Nc1c(N=Nc2cccc(Cl)c2)c(=O)[nH]n1-c1ccccc1 | 9 | 16 | -1 | 9 | 0 | -0.4 | i | -1.0 | 8 | 32
O=C(Cc1ccccc1F)Nc1nc(-c2cccnc2)cs1 | 3 | -2 | 4 | -10 | 4 | nt | -0.3 | -1.7 | 6 | 5
O=C(NC(=S)N1CCOCC1)c1ccccc1Cl | 0 | -5 | 0 | 1 | 4 | -0.4 | i | 2.1 | 1 | 2
N=c1c(C(=O)NCC2CCCO2)cc2c(=O)n3ccccc3nc2n1Cc1ccccc1Cl (centres undefined) | 6 | -4 | 166* | -2 | 4 | -1.6 | 6.7 | -2.9 | 11 | 19
CS(=O)(=O)c1ccc2nc(NC(=O)CN3C(=O)NC4(CCCC4)C3=O)sc2c1 | 2 | -20 | -1 | -1 | -1 | -1.9 | i | 1.2 | 6 | 0
N/C(=N\OC(=O)CC1CCCCC1)c1ccccc1 | -2 | nt | -3 | -2 | 2 | nt | -0.4 | 2.3 | -7 | -11
CN1CCC(=NNc2ccc(S(=O)(=O)N3CCOCC3)cc2[N+](=O)[O-])CC1 | 7 | 6 | -8 | 1 | 4 | nt | -0.4 | -0.6 | 4 | -3
